# Source: PubChem (several laboratories)
# STAT1 activator: STAT1 signaling activation; NIH 3T3 STAT1-luciferase reporter, IFN-gamma, luminescence; 100% = IFN-gamma alone, no compound; activation (% of control), % at 5.5 µM; 200,000 compounds, 2.6% hits; AID 932;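 active = activation above the screen-wide mean activation plus 3 SD, cut at about 130% in these data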;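 note: raw ratio to IFN-gamma control signal so 100% means no change and 0% no light; values of inactives mirror those of a sister screen read the other way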
# G6PDH counter: inhibits Leuconostoc G6PDH, flagging false hits in G6PDH-based assays; 200,000 compounds, 0.12% hits; Purified L. mesenteroides G6PDH, diaphorase/resazurin coupled fluorescence, 45 min; inhibition, % at 5 µM; in the data active = inhibition above about 50%
# TLR4-MyD88 BLA: TLR4-MyD88 interaction inhibition in cells | inhibition, % at 8.4 µM | HeLa CL3-4 TLR4/MyD88 BLA complementation, FRET ratio | AID 861 | 200,000 compounds, 0.18% hits; in the data active = inhibition above about 25%;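 note: 0% = vehicle and 100% = reference inhibitor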
# Target sequence (O00206 whole entry, looked up): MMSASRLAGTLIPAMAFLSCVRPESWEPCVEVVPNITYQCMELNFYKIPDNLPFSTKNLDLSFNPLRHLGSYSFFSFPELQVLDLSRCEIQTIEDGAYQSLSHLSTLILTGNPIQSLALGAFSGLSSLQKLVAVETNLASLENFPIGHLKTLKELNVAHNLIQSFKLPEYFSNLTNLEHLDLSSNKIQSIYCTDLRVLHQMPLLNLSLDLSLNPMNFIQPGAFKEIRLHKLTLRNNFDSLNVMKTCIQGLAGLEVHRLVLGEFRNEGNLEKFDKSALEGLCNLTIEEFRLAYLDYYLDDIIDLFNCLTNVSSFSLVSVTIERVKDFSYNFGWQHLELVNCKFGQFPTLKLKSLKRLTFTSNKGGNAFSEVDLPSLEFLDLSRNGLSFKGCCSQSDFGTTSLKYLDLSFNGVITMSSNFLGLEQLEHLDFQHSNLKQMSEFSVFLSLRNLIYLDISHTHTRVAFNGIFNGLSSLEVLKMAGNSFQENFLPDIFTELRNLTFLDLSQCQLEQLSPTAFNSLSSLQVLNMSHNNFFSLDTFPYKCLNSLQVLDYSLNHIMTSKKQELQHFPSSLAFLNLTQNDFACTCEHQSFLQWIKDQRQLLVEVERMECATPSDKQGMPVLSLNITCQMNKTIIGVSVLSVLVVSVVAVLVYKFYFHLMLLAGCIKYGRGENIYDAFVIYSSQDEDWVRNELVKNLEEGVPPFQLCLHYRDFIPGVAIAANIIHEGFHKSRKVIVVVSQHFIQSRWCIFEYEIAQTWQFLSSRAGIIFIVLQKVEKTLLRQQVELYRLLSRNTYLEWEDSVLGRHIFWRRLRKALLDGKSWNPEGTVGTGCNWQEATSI
# Target sequence (Q99836 whole entry, looked up): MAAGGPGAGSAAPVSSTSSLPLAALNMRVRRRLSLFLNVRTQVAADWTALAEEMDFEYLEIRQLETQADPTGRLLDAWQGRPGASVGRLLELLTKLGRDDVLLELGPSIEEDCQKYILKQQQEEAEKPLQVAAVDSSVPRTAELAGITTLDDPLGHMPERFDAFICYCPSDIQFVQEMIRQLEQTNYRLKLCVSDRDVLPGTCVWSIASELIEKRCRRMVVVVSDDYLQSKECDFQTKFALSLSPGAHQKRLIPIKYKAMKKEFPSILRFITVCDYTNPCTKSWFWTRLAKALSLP
# APP transl inh: APP translation inhibition; inhibition, % at 2 µM; SH-SY5Y APP 5'UTR-luciferase reporter, luminescence; 190,000 compounds, 0.82% hits;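 active = inhibition above a set limit, derived from the sample mean plus 3 SD, cut at about 45% in these data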; note: values of inactives mirror those of a sister screen read the other way
# FLuc inhib CS: counter-screen for luciferase assay inhibitors: firefly luciferase inhibition | ATPLite firefly luciferase biochemical luminescence, 10 min | inhibition, % at 10 µM | 200,000 compounds, 1.5% hits | AID 1006;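 active = inhibition above about 50% when tested at 10 µM, limit read from the data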
# APP 5'UTR act: activates APP 5'UTR luciferase reporter; SH-SY5Y APP 5'UTR luciferase reporter, luminescence; zero percent = DMSO vehicle wells; activation, % at 2 µM; AID 1276; 190,000 compounds, 1% hits;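 active = activation above a set limit, based on mean plus 3 SD of controls, cut at about 140% in these data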; note: values of inactives mirror those of a sister screen read the other way
# Diaph act CS: activates diaphorase or chemically reduces, flagging diaphorase assay artifacts; Diaphorase/resazurin coupled assay, resorufin fluorescence, 16 min; stronger effect = higher value; 1 = vehicle wells, 0 = NADH-free wells; activation factor at 20 µM; 190,000 compounds, 0.005% hits;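 active = diaphorase activity raised at least twofold by the compound at 20 µM; inactive = activation factor below 2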
#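 Test system: Clostridium kluyveri diaphorase, purified enzyme. Buffer or medium: 50 mM HEPES pH 7.4 buffer plus MgCl2 and Tween 20. Also added: 0.114 mM NADH and 0.1 mM resazurin, final amounts. Dosing: compound 20 µM once, DMSO 1%. Schedule: 16 min enzyme reaction, ambient temperature. Detection: fluorescence of resorufin, 544 nm excitation, 590 nm emission.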
# FLuc stim CS: firefly luciferase counter-screen for stimulation assays; P08659; ATPlite luciferase biochemical, luminescence, 10 min; 0 = ATP-free wells, 1 = DMSO control; activation factor at 10 µM; 200,000 tested, under 10 active;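 active = luciferase activation factor, scaled between plate controls, of at least 2 with compound at 10 µM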
#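 Assay system: Luciferase/luciferin reagent mix; Medium: PBS as buffer for the ATP substrate; Dosing: test compounds dosed from 2 mM stocks in 100% DMSO; Times: 10 min, room temperature; Signal: luminescence from luciferase reaction; Read-out: luciferase activation; Controls: No-ATP low control, compound-free enzyme-plus-ATP high control.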
# Diaph inh CS: inhibits diaphorase or chemically oxidizes, flagging diaphorase assay artifacts; AID 1217; diaphorase resazurin-to-resorufin fluorescence, NADH, 16 min; bacterial (C. kluyveri) enzyme, not human; inhibition, % at 20 µM; 190,000 compounds, 0.69% hits;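 active = primary screen inhibition at 20 µM above a set limit, cut at about 50% in these data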;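 note: plate controls were DMSO with full reaction for no effect and wells lacking NADH for full effect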
#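 Test system: Clostridium kluyveri diaphorase enzyme / Quantity: diaphorase at 0.14 U/mL in enzyme working solution / Incubation: 16-min room-temperature incubation before reading / Benchmarks: NADH-free wells as positive control, DMSO-only neutral wells / Signal: resorufin fluorescence 544/590 nm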
# NF-kB expr up: compounds increasing NF-kB expression in human neuronal cells | NF-kB reporter expression; stronger effect = higher value | fold change at 12.5 µM | 190,000 compounds, 1.6% hits | AID 1239; in the data active = fold change above about 3.3
# The depositor's hits bear a star; · = no result given; & = joins results of further samples.
SMILES,STAT1 activator,G6PDH counter,TLR4-MyD88 BLA,APP transl inh,FLuc inhib CS,APP 5'UTR act,Diaph act CS,FLuc stim CS,Diaph inh CS,NF-kB expr up
CC1(c2ccc([N+](=O)[O-])c(CS(=O)(=O)c3ccccc3)c2)OCCO1,98,0,1,4,-8,-4,0.9,1.1,5,1.1
COc1ccc(CC(=O)Nc2nc(C)cs2)cc1OC,87,9,6,-3,-4,3,1,1,-1,0.83
COCCN(C(=O)C1CCCC1)c1c(N)n(Cc2ccccc2)c(=O)[nH]c1=O,100,11,13,3,0,-3,1.1,1,-13,1.2
CSc1cccc(NC(=O)c2cnccn2)c1,106,-5,-3,-3,5,3,0.9,0.9,11,1.5
O=C(N/N=C/c1cccnc1)c1cc2c(ccc3ccccc32)o1,102,-53,4,11,3,-11,0.9,1,10,0.63
Cc1ccc(NC(=O)CCn2nnc3ccccc32)c(C)c1,112,10,-10,-17,-9,17,0.8,1.1,17,2.5
CCOc1ccc(S(=O)(=O)NC2CCCCCC2)cc1,85,17,3,9,-9,-9,0.8,1.1,18,0.85
COCCn1c(C)cc(C(=O)CSc2nncn2-c2ccccc2)c1C,108,10,8,3,40,-3,0.8,0.6,15,1.3
CN(CC(=O)Nc1ccc(S(=O)(=O)N(C)C)cc1)Cc1ccc(C(F)(F)F)cc1,99,6,-4,4,-10,-4,0.9,1.1,14,0.8
CCCSc1cc(=O)n(-c2ccc(F)cc2)nc1C(=O)OCC,91,6,1,-14,-7,14,0.9,1.1,8,0.79
c1ccc(C(CN2CCOCC2)c2ccccc2)cc1,94,2,-3,-1,-3,1,0.8,1,16,1
Cc1ccc(C(c2nnnn2Cc2cccs2)N2CCN(C(=O)c3ccco3)CC2)cc1 (stereo not drawn),93,-15,11,6,-6,-6,0.8,1.1,19,0.9
COc1ccc(NC(C)C(=O)N/N=C/c2ccccc2OCc2cccc(Br)c2)cc1 (stereo not drawn),108,0,1,-13,-4,13,0.8,1,19,1.5
Cc1ccc(C(C(=O)NC(C)(C)C)N(Cc2cccnc2)C(=O)C(=O)NC2CCCCC2)o1 (stereo not drawn),103,15,-3,-43,-3,43,0.9,1,7,1.2
Cc1cccc(C(=O)NC(=S)N2CCN(C)CC2)c1,87,3,2,-17,-2,17,1,1,1,1.4
COc1cc2c(cc1OC)CN(CC(=O)Nc1ccc(S(=O)(=O)N(C)C)cc1)CC2,102,1,2,-2,-3,2,0.8,1,18,0.96
Cc1ccc(S(=O)(=O)C(C#N)c2nc3ccccc3nc2N2CCCC2)cc1 (stereo not drawn),101,24,1,-9,0,9,0.5,1,48,0.53
CN(CCCN1CCCCC1)C(=O)CCc1nnc(C2CCCCC2)o1,104,7,-14,-5,-5,5,0.9,1,13,1.1
Cc1cc(C)n(Cc2ccc(C(=O)NCc3ccco3)o2)n1,101,2,-1,6,-7,-6,1,1.1,5,1.1
O=C(NCc1ccncc1)Nc1ccccc1F,99,4,-6,2,-4,-2,0.9,1,5,1.3
O=C(NCCOc1ccccc1)C(c1ccccc1)c1ccccc1,102,3,-15,13,-11,-13,0.9,1.1,9,1.1
Cc1nonc1OC(C)CNc1ccc([N+](=O)[O-])cc1 (stereo not drawn),99,17,2,-5,0,5,0.7,1,28,1.1
Cc1c(Cl)cccc1N1C(=O)CC(N(O)c2ccccc2)C1=O (stereo not drawn),98,2,-12,-108,-9,108,0.9,1.1,10,1
CCc1ccc(NC(=S)NC(=O)CC(C)C)cc1,129*,14,-21,-61,7,61,0.8,0.9,21,2.2

# A draw from above in order of SMILES length, rising:
SMILES,STAT1 activator,G6PDH counter,TLR4-MyD88 BLA,APP transl inh,FLuc inhib CS,APP 5'UTR act,Diaph act CS,FLuc stim CS,Diaph inh CS,NF-kB expr up
O=C(NCc1ccncc1)Nc1ccccc1F,99,4,-6,2,-4,-2,0.9,1,5,1.3
Cc1nonc1OC(C)CNc1ccc([N+](=O)[O-])cc1 (stereo not drawn),99,17,2,-5,0,5,0.7,1,28,1.1
COc1ccc(NC(C)C(=O)N/N=C/c2ccccc2OCc2cccc(Br)c2)cc1 (stereo not drawn),108,0,1,-13,-4,13,0.8,1,19,1.5

# The listing continues:
SMILES,STAT1 activator,G6PDH counter,TLR4-MyD88 BLA,APP transl inh,FLuc inhib CS,APP 5'UTR act,Diaph act CS,FLuc stim CS,Diaph inh CS,NF-kB expr up
COc1ccc(N2CCN(Cc3nc4ccccc4c(=O)[nH]3)CC2)cc1,95,1,-4,-32,-7,31,0.9,1.1,15,0.91
CC(=O)Nc1nc(C)cs1,102,12,-4,12,-1,-12,1,1,1,1
Cc1ccccc1-n1nc(C)c2cc(C(=O)N3CCOCC3)sc21,103,7,4,2,-1,-2,1,1,1,1.3
COc1ccc(CN2CC(C(=O)NCC3CCCO3)CC2=O)cc1 (stereo not drawn),99,16,2,9,-2,-9,0.9,1,10,1
Cc1ccc(NC(=S)Nc2nc(CC(=O)Nc3ccccc3)cs2)cc1,96,0,2,-20,6,20,1,0.9,3,1.2
COc1ccc(C(=O)/C=C/C(=O)N(CC(=O)NCCC(C)C)Cc2cccs2)c(O)c1,93,25,11,21,-2,-21,0.8,1,21,1.2
O=C(/C=C/c1ccccc1)N/C(=C/c1ccccc1)C(=O)N1CCOCC1,98,13,-4,6,0,-6,0.9,1,14,1.6
Cc1ccc(C(C(=O)NC2CCCC2)N(C(=O)Cc2cccs2)c2cccc(C)c2C)o1 (stereo not drawn),101,11,3,18,-4,-18,0.8,1,20,0.85
Cc1ccc(C)c(N2CCN(C(=O)C3CCCN(S(=O)(=O)c4cnc[nH]4)C3)CC2)c1 (stereo not drawn),100,5,-3,-4,-4,4,0.9,1,9,0.94
Cc1nnc(SCCC(=O)Nc2nc(-c3ccccc3)ns2)s1,89,9,1,4,-7,-4,0.9,1.1,14,1.2
CC(=O)Nc1ccc(NC(=O)c2ccc([N+](=O)[O-])cc2Cl)cc1,99,7,3,24,3,-24,1.1,1,-8,1.1
CCOc1ccc(N(C(C)C(=O)NC2CCCCCC2)S(C)(=O)=O)cc1 (stereo not drawn),100,11,5,2,-2,-2,0.9,1,12,1.1
CN(C)c1nn(C(=O)Nc2ccc(Cl)cc2Cl)cc1-c1ccccc1,100,13,-16,-12,-1,12,1.2,1,-23,0.89
CCCCCCC1C(C#N)=C(N)OC2=C1C(=O)CCC2 (stereo not drawn),95,20,-7,-4,2,4,0.9,1,7,0.82
O=S(=O)(CCSc1ccccn1)c1nc2ccccc2s1,87,1,20,-20,-8,20,0.8,1.1,19,1.9
O=C(NN1C(=O)/C(=C/c2cccs2)SC1=S)c1ccccc1,102,-20,5,16,-1,-16,0.9,1,8,0.9
CCCNC(=O)c1cc(C)no1,99,9,13,6,0,-6,1,1,-1,1.2
Cc1ccc(N=C2NC(=O)c3cccc([N+](=O)[O-])c32)cc1,118,1,-1,-10,20,10,0.9,0.8,9,2
COc1cccc(-c2nnc(SCC(N)=O)n2-c2ccc(Cl)cc2)c1,97,-6,7,-3,2,3,0.9,1,5,1.6
O=C(N1CCCCC1)N1CCN(C(=O)N(c2ccccc2)c2ccccc2)CC1,98,7,-15,6,-3,-6,1,1,5,1.1
CCn1c(=O)cc(SCC(=O)Nc2ccc(OC)c(OC)c2)c2ccccc21,85,-5,7,-9,-3,9,0.9,1,8,0.84
CCN1CCCc2cc(CN(CCN3CCOCC3)C(=S)Nc3ccccc3C)ccc21,96,3,-8,5,-5,-5,0.9,1,8,0.85
CC1CCCCN1Cc1ccc(-c2nnn(CC(=O)NC3CCCCC3)n2)cc1 (stereo not drawn),103,-3,-14,-4,-4,4,0.9,1,10,1.2
CCCC(=O)Nc1ccc(C(=O)NCCc2ccc(F)cc2)cc1,102,18,-29,-7,-7,7,0.8,1.1,16,1.1
O=C1C2=C(c3ccccc31)[N+](=O)C1CCCCC1N2[O-] (stereo not drawn),117,26,-13,12,-9,-12,0.2,1.1,76*,1.3
COC(=O)C1=C(C)NC2=C(C(=O)CC(c3cccs3)C2)C1c1ccsc1 (stereo not drawn),100,8,15,0,-10,0,0.8,1.1,16,0.85
CS(=O)(=O)Nc1ccc(C(=O)NCCSCc2ccccc2)cc1,95,13,7,-2,2,2,0.8,1,23,1.2
Cc1c(Br)c(-c2n[nH]c(=S)n2Cc2ccco2)nn1C,108,-3,2,-12,4,12,1,1,-2,0.95
CCCCn1c(C(C)NC(=O)c2cccs2)nc2ccccc21 (stereo not drawn),95,9,0,11,-7,-11,0.8,1.1,16,0.92
CN(c1ccccc1)S(=O)(=O)c1cccc(NC(=O)CSc2nncn2C)c1,95,2,0,9,-5,-9,1,1.1,3,1
FC(F)Oc1ccc(NC(=S)NNc2ccnc3cc(Cl)ccc23)cc1,107,8,1,-2,-5,2,0.9,1.1,8,1.2
COc1ccccc1CNC(=O)COC(=O)c1ccc(Cl)c(N)c1,106,-2,8,-4,-7,4,0.8,1.1,16,1.2
O=C(COc1ccc2c(c1)OCO2)Nc1ccccc1F,100,6,-13,-88,38,88,0.9,0.6,11,1
COc1ccc(NC(=O)N2CCn3c2nc2ccccc23)cc1,103,5,-2,-3,-18,3,0.9,1.2,13,0.79
Cc1ccc(-c2noc(CSc3nnc(-c4ccncc4)n3-c3ccc(C)cc3)n2)cc1,95,1,0,-1,1,1,0.9,1,10,0.74
CC(C)n1c(SCC(=O)Nc2ccc3c(c2)OCO3)nc2c1c(=O)n(C)c(=O)n2C,98,6,-14,3,-7,-3,0.8,1.1,20,0.71

# Copied from the list:
# Cc1ccc(-c2noc(CSc3nnc(-c4ccncc4)n3-c3ccc(C)cc3)n2)cc1 – STAT1 activator: 95
# CCCCn1c(C(C)NC(=O)c2cccs2)nc2ccccc21 (stereo not drawn) – APP 5'UTR act: -11
# O=C1C2=C(c3ccccc31)[N+](=O)C1CCCCC1N2[O-] (stereo not drawn) – FLuc inhib CS: -9

# Following part.
SMILES,STAT1 activator,G6PDH counter,TLR4-MyD88 BLA,APP transl inh,FLuc inhib CS,APP 5'UTR act,Diaph act CS,FLuc stim CS,Diaph inh CS,NF-kB expr up
CNC(=O)CCC(=O)Nc1ccc(C)cc1,104,6,5,2,-2,-2,1.1,1,-12,1.3
O=C(O)Cn1c(O)c(C=Nc2ccccc2)sc1=S,102&105,0&7,2&-1,-16&-12,-2&3,16&12,1&0.9,1&1,4&14,1.1&1.6
O=C1c2cccnc2C(Nc2ccc(Br)cc2)N1Cc1cccs1 (stereo not drawn),98,9,5,-18,-2,18,0.8,1,20,0.89
COc1ccc(C(=O)N/C(=C\c2ccco2)C(=O)NCc2cccnc2)cc1,112,4,0,15,-3,-15,1,1,1,1.4
O=C(Cc1ccccc1)NCc1nc2ccccc2[nH]1,98,·,-10,29,·,-29,·,·,·,·
Cn1nnnc1SCC(=O)N1CCN(S(=O)(=O)c2ccccc2)CC1,99,4,-11,-22,-9,22,1.1,1.1,-7,1.2
COCCN(CC(=O)Nc1ccc(F)cc1)S(=O)(=O)c1ccc(S(=O)(=O)N2CCCC2)cc1,91,1,2,18,-1,-19,0.9,1,13,1.1
